PGC1a acetyl inh: lowers PGC1a acetylation signal in U2OS cells | AlphaScreen anti-acetyl-lysine; with virally co-expressed GCN5 acetyltransferase | inhibition, % at 15.6 µM | 0.17% of 350,000 active | AID 651687;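 active means every replicate shows inhibition of at least 40%; inconclusive means mean inhibition at least 40% but some replicate below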;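 further: 0% = neutral control wells and 100% = positive control wells; some results beyond the cut were filed as inactive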
C2C12 statin: suppressors of simvastatin-induced myotoxicity in C2C12 myotubes. rescue of ATP level, % at 7.49 µM. ATP luminescence, 48 h; scaled: DMSO 0, geranylgeraniol control 100. AID 602340. 0.78% of 330,000 active;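 active means mean ATP rescue above about 67%, or every replicate alone reaching that limit, limit read from the data, passing the limit was not always enough; inconclusive means no clear call, values can overlap the other calls; inactive means mean under the limit and some replicate under it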;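 further: myotubes were challenged with 10 µM simvastatin during compound exposure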
Cneo AK release: causes C. neoformans cell lysis | adenylate kinase release luminescence, 4 h; normalised: neutral wells 0, clomiphene wells 100 | 0.2% of 360,000 active | AID 651654 | lysis activity, % at 15 µM;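 active means mean lysis activity across replicates of at least 80%, whatever share of replicates individually reach that level; inactive means mean lysis activity below 80%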
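Test system: log-phase Cryptococcus neoformans yeast cells. Input: 5 × 10^6 yeast cells/mL. Medium: fresh YPD growth medium. Doses: single dose. Incubation: static 4 h at 37 °C with compound, 1 h detection. Measured by: luminescent adenylate kinase detection reagent. Read-out: signal increase indicating cell lysis. Benchmarks: Clomiphene.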
* = called active by the depositor; ? = inconclusive. Only part of the results is shown. The share of hits here may be higher or lower than overall.

SMILES	PGC1a acetyl inh	C2C12 statin	Cneo AK release
Nc1nc(NCc2cccs2)nn1-c1ccccc1	-4	6	-1
C(=N\n1cnnc1)/c1cccn1-c1ccccc1	-2	-2	2
CC(=O)N1CC=C2C(C#N)=C(N)C(C#N)(C#N)C(C)C2C1 (centres undefined)	9	-5	1
CCC(=NCCc1ccccc1)C1=C(O)CCC1=O	2	-2	1
CCOCC(=O)Nc1c(C(=O)Nc2ccccc2OC)oc2ccccc12	-2	-22	-4
CCN(CCCNC(=O)CCCn1c(=O)[nH]c2ccccc2c1=O)c1cccc(C)c1	-6	-3	-2
Cc1ccnc(NC(=O)c2cccs2)c1	-35	-6	-3
C=CCOc1ccc(CNc2nccs2)cc1OCC	-7	12	1
Clc1ccccc1CN(Cc1ccco1)Cc1nnnn1C1CCCC1	-132	-2	-1
CC1(C)NC(=O)N(CCCCOc2ccc(Cl)cc2)C1=O	2	-9	0
C/C(N)=C(/C#N)C(=O)COc1ncnc2ccc(Br)cc12	-90	-8	3
CCCN1CCN(CCCNC(=O)C2CCN(c3nnc(-n4cccc4)s3)CC2)CC1	-2	-16	-15
CCn1c(SCC(=O)Nc2cccc(NC(C)=O)c2)nnc1C(C)C	-4	16	0
CCc1nnc(NC(=O)c2ccc(COc3ccc(C)cc3)o2)s1	15	8	-2
CCOC(=O)c1cc2c(C)n(-c3ccc(N(C)C)cc3)c(C)c2cc(C(=O)OCC)c1=O	-12	6	0
Cc1ccc(NC(=O)CSc2nnc(-c3ccccn3)n2C)cc1	1	8	-2
Cc1csc(NC(=O)CSc2nsc(SCC(=O)Nc3nc(C)cs3)c2C#N)n1	-67	11	-3
CC(C)CNC(=O)NC(=O)CSc1nc2ccccc2n1CC(C)C	-4	-16	3
COc1ccc2nc(/N=C(\N)NC(=O)C(C)(C)C)nc(C)c2c1	-1	4	0
O=C1Nc2cc(Cl)c(Cl)cc2N(O)N1c1ccccc1	19	14	-3
COc1ccc(S(=O)(=O)N[C@@H](Cc2ccc(Cl)cc2)C(=O)N2CC[C@@]3(O)CCCC[C@H]3C2)cc1	1	24	5
CC1=NN(c2ccc(C)cc2C)C(=O)C1C(c1ccccc1)C1C(=O)N(c2ccc(C)cc2C)N=C1C (centres undefined)	-9	-5	2
Clc1ccc(CON/C=N/c2ncnc3sccc23)c(Cl)c1	-1	10	3
CCCC(C(=O)NC1CCCCC1)N(CC1CCCO1)C(=O)CNS(=O)(=O)c1ccc(F)cc1 (centres undefined)	-1	-4	0
Cn1c(CCN2CCCCC2)nc2cc(NS(=O)(=O)c3ccccc3)ccc21	-64	-4	-2
CCn1nnnc1SCC(=O)c1cccc(OC)c1	-2	-10	-1
O=C(c1ccco1)N(CC1CCCO1)c1nc(-c2ccccc2)cs1 (centres undefined)	-19	-4	-3
O=c1c2ccccc2ncn1CCCSc1ccc(Cl)cc1	-14	13	2
COC(=O)c1sc(N)c(C(=O)OC)c1CSc1nnc(-c2ccccc2Cl)n1C	-4	49	-4
CCc1ccccc1OCc1nc2ccc(S(=O)(=O)N3CCOCC3)cc2[nH]1	-10	13	-1
COc1ccc2c(c1)c1nc3ccccc3nc1n2CC(=O)OC(C)C	?	-2	1
CCCCC(O)(C(NC=O)C(=O)OC)C(F)(F)F (centres undefined)	-8	-10	-1
Cc1nc2c(s1)sc1ccccc12	2	1	0
CC(C)(C)C1CCC2(CC1)NC(CO)(CO)CO2 (centres undefined)	-9	-12	6
COCCNC(=O)c1ccc(CS(=O)(=O)c2ccc(C)cc2)o1	4	8	4
COc1ccc(C(C#N)N2CCOCC2)cc1 (centres undefined)	-1	-6	-2
COC(=O)CSC1=C(C#N)C(c2cccc(F)c2)CC(=O)N1 (centres undefined)	-10	5	7
N=c1c(C(=O)NCc2ccco2)cc2c(=O)n3ccccc3nc2n1Cc1ccccc1	-6	-19	1
COC(=O)Cc1c[nH]c2cccc(OCC(O)CN(Cc3ccccc3)C(C)C)c12 (centres undefined)	-12	15	0
Cc1ccc(C(c2sc3nc(C)nn3c2O)N2CCOCC2)cc1 (centres undefined)	-3	3	-1
COCC(=O)Nc1cc(OC)c(Cl)cc1OC	-44	-11	-1
C/C=C/COc1nc2c(c(=O)n(C)c(=O)n2C)n1C	-2	13	-2
CCOC(=O)c1ccc(NC(=O)CCc2nc(-c3cccc(C)c3)no2)cc1	1	5	-1
COc1ccc2c(c1)O[C@H](c1ccc3c(c1)OCO3)[C@@H](O)C2=O	8	4	-1
O=S(=O)(/N=C(/Nc1cc(N2CCOCC2)ncn1)c1ccccc1)c1ccccc1	-12	-2	5
COCCCn1c(C(C)C)nc2oc3cc(OC)ccc3c(=O)c2c1=O	-5	-4	2
Cc1ccc(O)c(C(=O)c2cnc3c(c2)CN(CCC(C)C)C(=O)N3)c1	-70	2	0
CC(C)(CO)NS(=O)(=O)c1ccc2c(c1)oc(=O)c1cc(S(=O)(=O)NC(C)(C)CO)ccc12	18	8	-1
CCn1c(NCc2ccc(N(C)C)cc2)nc2ccccc21	0	-1	1
O=C(NCCC1=CCCCC1)c1cnccn1	-17	-1	1
O=C(c1ccco1)N1CCN(Cc2ccc(Cl)cc2)CC1	1	-7	-4
CCCC1=[N+](CC)CCn2c(C)ccc21	9	-43	-2
COc1ccc2c(c1)C(=O)OC2CC(=O)O (centres undefined)	13	-6	1
CCN1CCN(C(=O)c2ccc3c(=O)n(C4CCCC4)c(=S)[nH]c3c2)CC1	-23	-3	0
CC(C)C(NS(=O)(=O)c1ccc2c(c1)oc(=O)n2C)C(=O)N1CCN(C2CCCCC2)CC1 (centres undefined)	7	6	-3
O=C(CCN1C(=O)C2C3C=CC(C3)C2C1=O)N1CC(=O)N(CCc2ccccc2)C(=O)C1 (centres undefined)	-6	6	-1
CCOc1cc(S(=O)(=O)NCC2OCCc3ccccc32)c(OCC)cc1-n1cnnn1 (centres undefined)	-20	-22	17
CC(=O)N(c1ccc2oc(=O)sc2c1)S(=O)(=O)c1cccs1	12	1	1
N#CC1(c2nc3ccccc3[nH]2)CC1c1ccc2c(c1)OCO2 (centres undefined)	6	-6	-7
COc1cc2c(C(=O)NCc3ccc(C)o3)cn(CC(C)C)c(=O)c2cc1OC	-1	2	-2

Later entries
SMILES	PGC1a acetyl inh	C2C12 statin	Cneo AK release
CCCCN(CC)CCCNC(=O)Cn1nc(Cc2ccncc2)c2ccccc2c1=O	18	0	0
O=C(CSc1nnc(-c2ccc(Cl)s2)o1)N1CCCc2ccccc21	10	-9	2
O=C(Nc1nc2c(ccc3ccccc32)s1)c1ccco1	-13	10	-8
C=CCn1cc(C(=O)NCCCOCC)c(=O)c2cc(S(=O)(=O)N(CC)CC)ccc21	0	-2	4
CN1/C(=C\C(=O)COC(=O)CN2C(=O)C3CC=CCC3C2=O)C(C)(C)c2ccccc21 (centres undefined)	-12	-7	0
COc1cccc(/C=N/n2c(N)nc3ccccc32)c1OC	10	-19	-5
CC1=C(C(=O)Nc2ccccc2C)C2(CCCC2)C(C(N)=O)C(=O)N1 (centres undefined)	0	25	3
Cc1cc(-n2c(C)cc(C(=O)CSc3ncnc4ccccc34)c2C)no1	6	-5	2
N#Cc1c(NC(=O)c2ccccc2)sc2c1CCCCC2	-13	-23	-20
N#Cc1ccc(NC(=O)c2sc3cc(C(F)(F)F)cnc3c2-c2cccs2)cc1	-10	-21	0
Cn1c(=O)c2c(nc(SCCN3CCOCC3)n2Cc2cccc3ccccc23)n(C)c1=O	3	8	-1
O=C(CCCn1c(=S)[nH]c2cc3c(cc2c1=O)OCO3)N1CCc2ccccc2C1	-20	-2	-1
COc1ccc(-n2nnnc2SCC(=O)N2CCCc3ccccc32)cc1OC	-4	128*	1
CCCNC(=O)CCc1c(C)nc2nc(-c3cc(OC)cc(OC)c3)nn2c1C	-11	-6	0
Cc1ccc(Oc2ncccc2/C=N/OCc2ccc(Cl)cc2Cl)cc1	-9	6	-1
CCOc1ccc(Nc2nc(NCCN3CCOCC3)nc(OC)n2)cc1	9	-4	-2
CCCc1nnc(NC(=O)CN2CCOCC2)s1	-93	5	-2
CCOC(=O)C1CCN(C(=O)CSCCSCC(=O)N2CCC(C(=O)OCC)CC2)CC1	-11	-12	-5
COc1ccc(OCC(=O)Nc2ccccc2C(=O)N2CCCC2)cc1	-14	12	0
O=C(NCc1cc(C(F)(F)F)ccc1Cl)c1cccc2c1C(=O)c1ccc(N3CCC(Cc4ccccc4)CC3)cc1S2(=O)=O	-12	-1	-1

Not a retest: 19 of the compounds above.
SMILES	PGC1a acetyl inh	C2C12 statin	Cneo AK release
O=C(CSc1nnc(-c2ccc(Cl)s2)o1)N1CCCc2ccccc21	10	-9	2
O=C(Nc1nc2c(ccc3ccccc32)s1)c1ccco1	-13	10	-8
C=CCn1cc(C(=O)NCCCOCC)c(=O)c2cc(S(=O)(=O)N(CC)CC)ccc21	0	-2	4
CN1/C(=C\C(=O)COC(=O)CN2C(=O)C3CC=CCC3C2=O)C(C)(C)c2ccccc21 (centres undefined)	-12	-7	0
COc1cccc(/C=N/n2c(N)nc3ccccc32)c1OC	10	-19	-5
CC1=C(C(=O)Nc2ccccc2C)C2(CCCC2)C(C(N)=O)C(=O)N1 (centres undefined)	0	25	3
Cc1cc(-n2c(C)cc(C(=O)CSc3ncnc4ccccc34)c2C)no1	6	-5	2
N#Cc1c(NC(=O)c2ccccc2)sc2c1CCCCC2	-13	-23	-20
N#Cc1ccc(NC(=O)c2sc3cc(C(F)(F)F)cnc3c2-c2cccs2)cc1	-10	-21	0
Cn1c(=O)c2c(nc(SCCN3CCOCC3)n2Cc2cccc3ccccc23)n(C)c1=O	3	8	-1
O=C(CCCn1c(=S)[nH]c2cc3c(cc2c1=O)OCO3)N1CCc2ccccc2C1	-20	-2	-1
COc1ccc(-n2nnnc2SCC(=O)N2CCCc3ccccc32)cc1OC	-4	128*	1
CCCNC(=O)CCc1c(C)nc2nc(-c3cc(OC)cc(OC)c3)nn2c1C	-11	-6	0
Cc1ccc(Oc2ncccc2/C=N/OCc2ccc(Cl)cc2Cl)cc1	-9	6	-1
CCOc1ccc(Nc2nc(NCCN3CCOCC3)nc(OC)n2)cc1	9	-4	-2
CCCc1nnc(NC(=O)CN2CCOCC2)s1	-93	5	-2
CCOC(=O)C1CCN(C(=O)CSCCSCC(=O)N2CCC(C(=O)OCC)CC2)CC1	-11	-12	-5
COc1ccc(OCC(=O)Nc2ccccc2C(=O)N2CCCC2)cc1	-14	12	0
O=C(NCc1cc(C(F)(F)F)ccc1Cl)c1cccc2c1C(=O)c1ccc(N3CCC(Cc4ccccc4)CC3)cc1S2(=O)=O	-12	-1	-1

Additional records follow.
SMILES	PGC1a acetyl inh	C2C12 statin	Cneo AK release
Cc1ccc(S(=O)(=O)NCc2csc(C)n2)c(C)c1	-23	-3	2
O=c1oc2ccccc2c(O)c1/C=N/c1ccccn1	-1	7	4
Cc1ccc(C)c(NC(=O)Cn2nnc(C(=O)NCc3cccs3)c2N)c1	-5	7	-19
Cc1c(/C=N/N=C2\CCC3C4CCc5cc(O)ccc5C4CCC23C)cnn1C (centres undefined)	-9	2	6
CC1CCN(S(=O)(=O)c2ccc(NC(=S)NC(=O)c3ccc(Cl)cc3)cc2)CC1	-3	-54	2
Cc1ccc(-c2nc(N/N=C/c3cccc([N+](=O)[O-])c3)c3ccccc3n2)cc1	1	-81	0
Cc1cc(C)c2ccc(NN)nc2c1O	24	-9	0
COC(=O)c1oc2ccc(Br)cc2c1-n1cccc1	-9	-3	-3
O=C(CCCCCC(=O)N(CCO)CCO)N(CCO)CCO	3	15	1
OCCCc1nc2n(n1)C(c1ccccc1Cl)C=C(c1cccs1)N2 (centres undefined)	-23	10	0
O/N=C1\CC2(Cc3nonc31)OCCO2	4	-6	2
Cn1c(O)c(C2=c3ccccc3=NC2=O)sc1=Nc1ccc(Cl)cc1	1	97*	3
CCCCOC(=O)Nc1ccc2c(C)cc(=O)oc2c1	-5	7	3
CCCC(=O)N1CCc2cc(-c3nc(N)sc3C)ccc21	6	58	-2
COc1ccccc1C1N(c2ccc(F)cc2)C(=O)C2CCCN21 (centres undefined)	-7	4	5
Cc1cc(C)c2c(n1)sc1c(=O)[nH]c(SCc3ccccc3)nc12	-5	-31	0
COc1ccc(C2(CNC(C)=O)CCCC2)cc1OC	-11	1	1
O=C(O)C1C2C=CC(C2)C1C(=O)NCCCn1ccnc1 (centres undefined)	-4	-1	3
COC(=O)CSc1ccc(-c2nc3ccc(C)cc3[nH]2)cn1	-12	-8	-20
O=C(c1ccc(F)cc1)N1CCN(Cc2ccccc2Br)CC1	-5	-4	1

Rewritten as labelled records: part of the list above
SMILES: Cc1ccc(S(=O)(=O)NCc2csc(C)n2)c(C)c1
- PGC1a acetyl inh: -23
- C2C12 statin: -3
- Cneo AK release: 2

SMILES: COC(=O)CSc1ccc(-c2nc3ccc(C)cc3[nH]2)cn1
- PGC1a acetyl inh: -12
- C2C12 statin: -8
- Cneo AK release: -20

Next entries
SMILES	PGC1a acetyl inh	C2C12 statin	Cneo AK release
NCc1cccc(-n2cccn2)c1	?	0	17
CCN(CC)CC(=O)NN=C(c1ccccc1)c1ccccc1	-19	1	-3
Cc1nc2nc(COc3ccccc3)[nH]n2c(=O)c1Cc1ccccc1	-4	-1	1
COc1ccccc1-c1nc(C#N)c(NCc2ccc(F)cc2)o1	-1	4	-12

High-throughput results as filed in PubChem.
